# LYPLA1 inh = counter-screen for PME1 inhibitors: inhibitors of human LYPLA1; recombinant LYPLA1, FP-Rh probe fluorescence polarization; inhibition, % at 5.9 µM; 320,000 tested, 0.16% active; AID 2174;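 active = inhibition above the mean of all tested compounds plus 3 SD, set per campaign, cut at about 14% in these data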;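 also: inhibitors block serine hydrolase probe labeling of LYPLA1 so polarization falls; 0% = enzyme with DMSO and 100% = wells lacking LYPLA1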
# Target sequence (O75608 whole entry, looked up): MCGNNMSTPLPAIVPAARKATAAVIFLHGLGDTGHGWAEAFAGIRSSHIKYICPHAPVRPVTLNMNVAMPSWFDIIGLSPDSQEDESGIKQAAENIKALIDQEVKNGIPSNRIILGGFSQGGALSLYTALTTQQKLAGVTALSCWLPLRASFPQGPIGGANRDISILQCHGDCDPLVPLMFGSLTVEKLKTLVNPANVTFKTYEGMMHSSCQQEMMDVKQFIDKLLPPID
# PAFAH1B2 FP inh = PAFAH1B2 (human) inhibition | recombinant PAFAH1B2, FP-rhodamine activity probe, fluorescence polarization | P68402 | 340,000 tested, 1.2% active | inhibition, % at 3.39 µM;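 active = inhibition above the mean of all tested compounds plus 3 SD, cut at about 24% in these data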;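 also: 0% = enzyme with DMSO and 100% = wells lacking PAFAH1B2; many of its hits are not listed in these tables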
# PAFAH1B3 FP inh = PAFAH1B3 (human) inhibition. inhibition, % at 3.39 µM. 340,000 tested, 0.28% active. Q15102. recombinant PAFAH1B3, FP-rhodamine probe, fluorescence polarization;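 active = inhibition above the screen-wide average of all tested compounds plus 3 SD, cut at about 25% in these data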;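 also: 0% = enzyme with DMSO only and 100% = wells lacking PAFAH1B3 protein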
# PAD4 inh = PAD4 (human) enzyme inhibition; Q9UM07; recombinant PAD4, RCA probe fluorescence polarization; inhibition, % at 6.36 µM; 330,000 tested, 0.41% active;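 active = percent inhibition above a cutoff equal to the mean of all tested compounds plus 3 SD, cut at about 15% in these data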;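 also: 0% = PAD4 with RCA probe and DMSO and 100% = probe without PAD4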
# Target sequence (Q9UM07 whole entry, looked up): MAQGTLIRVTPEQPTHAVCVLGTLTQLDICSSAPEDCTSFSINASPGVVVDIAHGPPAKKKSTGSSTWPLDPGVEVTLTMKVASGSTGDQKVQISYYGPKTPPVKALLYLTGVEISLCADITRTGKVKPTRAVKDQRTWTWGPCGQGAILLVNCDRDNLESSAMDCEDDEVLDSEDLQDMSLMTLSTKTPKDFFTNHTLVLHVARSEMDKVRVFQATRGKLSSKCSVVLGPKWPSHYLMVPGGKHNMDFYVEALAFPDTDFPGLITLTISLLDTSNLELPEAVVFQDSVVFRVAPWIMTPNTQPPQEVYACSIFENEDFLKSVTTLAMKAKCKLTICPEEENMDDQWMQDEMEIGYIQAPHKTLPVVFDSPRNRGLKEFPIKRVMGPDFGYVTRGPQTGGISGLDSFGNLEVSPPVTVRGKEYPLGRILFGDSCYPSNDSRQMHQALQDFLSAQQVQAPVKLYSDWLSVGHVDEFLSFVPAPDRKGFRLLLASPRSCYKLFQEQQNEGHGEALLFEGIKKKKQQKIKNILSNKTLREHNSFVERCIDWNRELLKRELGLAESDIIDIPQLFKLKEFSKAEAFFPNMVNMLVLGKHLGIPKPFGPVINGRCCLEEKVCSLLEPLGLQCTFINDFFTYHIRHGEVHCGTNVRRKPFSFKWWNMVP
# LYPLA2 inh = LYPLA2 (human) inhibition in PME1 counter-screen; O95372; recombinant LYPLA2, FP-Rh probe fluorescence polarization; inhibition, % at 5.9 µM; 320,000 tested, 0.38% active; AID 2177;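 active = inhibition above the screen-wide mean plus 3 SD, limit set per campaign, cut at about 26% in these data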;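 also: 0% = LYPLA2 with DMSO and 100% = wells lacking LYPLA2 enzyme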
# pPAFAH inh = inhibitors of human plasma PAF acetylhydrolase (pPAFAH) | Q13093 | recombinant pPAFAH, FP-rhodamine probe fluorescence polarization | inhibition, % at 3.39 µM | 330,000 tested, 1.5% active | AID 463082;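 active = inhibition above the mean inhibition across the screen plus 3 SD, cut at about 25% in these data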;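 also: inhibitors block binding of the rhodamine activity-based probe so polarization drops; 0% = enzyme with DMSO and 100% = wells lacking pPAFAH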
# PREPL inhibitor = inhibitors of human prolyl oligopeptidase-like enzyme PREPL; Q4J6C6; recombinant PREPL, fluorescence polarization activity-based probe; inhibition, % at 5.96 µM; 320,000 tested, 0.68% active; AID 2751; in the data active = inhibition above about 43%;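 also: 0% = enzyme with DMSO and 100% = wells lacking enzyme; many of its hits are not listed in these tables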
# PME-1 inh = PME-1 (human) inhibition; Q9Y570; recombinant PME-1, FP-Rh probe fluorescence polarization; inhibition, % at 5.9 µM; 320,000 tested, 0.53% active; AID 2130;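 active = inhibition above the campaign mean of all compounds plus 3 SD, cut at about 26% in these data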;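 also: competitive labeling of PME-1 active site by serine hydrolase directed probe; 0% = PME-1 with DMSO and 100% = wells lacking PME-1 enzyme; inhibitors block probe labeling so polarization falls and inhibition rises; many of its hits are not listed in these tables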
# GSTO1 inh = GSTO1 inhibition, counter-screen for RBBP9 inhibitors; recombinant GSTO1, activity-based probe fluorescence polarization; 300,000 tested, 1.1% active; inhibition, % at 5.96 µM; P78417;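 active = inhibition above the campaign mean inhibition plus 3 SD, cut at about 35% in these data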;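 also: 0% = GSTO1-1 with DMSO and 100% = wells lacking GSTO1-1 enzyme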
# Numbers without * were called inactive; nt = not tested or not shown. The list is partial; the hit share may differ from the screen's.
molecule,LYPLA1 inh,PAFAH1B2 FP inh,PAFAH1B3 FP inh,PAD4 inh,LYPLA2 inh,pPAFAH inh,PREPL inhibitor,PME-1 inh,GSTO1 inh
CCOC(=O)C1CCCN(c2cc(=O)n(-c3ccccc3Cl)c(=O)[nH]2)C1 (configuration not stated),-20,3,-3,-14,-20,9,-11,-62,3
COc1ccc(N2CC(C(=O)N[C@H](C(=O)NC(C)c3ccccc3)C(C)C)CC2=O)cc1 (some centres not stated),0,2,11,3,-1,4,8,1,2
CCN(CC)c1ccc(/C=N/NC(=O)C(O)c2ccccc2)cc1 (configuration not stated),1,5,2,-8,0,-3,-2,-13,5
O=C(Nc1cnc2ccccc2c1)c1ccco1,-1,4,-4,0,0,2,-5,-7,1
Cc1cccc(N2CCN(S(=O)(=O)c3c(C(=O)N4CCCCC4)c(C)n(C)c3C)CC2)c1C,-2,5,6,-2,-1,11,43,-3,-6
NC(=O)COC(=O)CCCSc1nc2ccccc2s1,0,1,5,0,2,0,0,-2,-5
COc1ccc(OC)c2c1sc(=NC(=O)c1cccc(N3C(=O)CCC3=O)c1)n2C,-2,6,4,-8,-4,-9,18,3,-1
CCn1c(SCC(=O)Nc2ccc(S(N)(=O)=O)cc2)nnc1-c1ccccc1OC,-6,-1,8,-2,-5,1,0,2,4
Clc1ccc(OCCCc2nc(-c3ccncc3)no2)c(Cl)c1,1,6,9,-2,5,4,-29,-3,-7
CC1(C)CC(=O)C(C=NCCN2CCN(C3CC(=O)N(c4ccc(Cl)c(Cl)c4)C3=O)CC2)=C(O)C1 (configuration not stated),4,1,7,-2,-3,3,9,-2,0
Cc1c(CC(=O)O)c(=O)oc2cc3occ(-c4ccccc4)c3cc12,0,4,7,4,4,2,-2,-7,-7
CCOc1ccc(C(=O)NCC2CCCN2S(=O)(=O)c2cccs2)cc1 (configuration not stated),-1,3,5,0,-1,0,-5,5,0
O=C(NC(=S)Nc1ccc(CN2CCOCC2)cc1)c1cccc([N+](=O)[O-])c1,-1,4,6,3,21,-3,-6,2,4
COc1cc2cc(CN(Cc3cccs3)C(=S)Nc3cccc(C)c3)c(=O)[nH]c2cc1OC,-26,nt,nt,-2,-39,-10,3,-18,5
O=C(NNC(=O)C12CC3CC(CC(C3)C1)C2)c1ccccn1,2,8,16,2,5,5,10,1,7
COC(=O)CN(c1nc(C)c(Br)c(OC)n1)S(=O)(=O)c1ccccc1,2,2,10,6,-1,0,12,0,6
CSCC[C@H](NC(=O)OC(C)(C)C)C(=O)N/N=C/c1cccc2nccnc12,-2,3,2,4,-1,-2,13,4,-6
CCc1cc(C(=O)O)c(NC(=O)/C=C/c2ccc(OC)cc2)s1,5,20,7,-1,7,17,13,-84,-34
Cc1ccccc1COC(=O)CCC1=NS(=O)(=O)c2ccccc2N1,-1,3,10,0,2,2,-1,-8,0
Clc1ccc(OCCCN2CCCC2)cc1Cl,-3,4,18,-1,6,-4,18,-4,30
c1ccn2c(SCc3ccc4c(c3)OCO4)nnc2c1,-3,5,4,1,-11,-5,14,6,-8
O=C(CN(c1ccccn1)S(=O)(=O)c1ccc(F)cc1)Nc1ccccc1,-1,6,4,0,-4,7,4,5,-4
CCc1ccc(/C=C2\Oc3cc(OC(=O)N4CCOCC4)ccc3C2=O)cc1,5,3,9,0,4,26*,18,-14,-4
CCN(CC)CCCNC(=O)COc1ccc2oc3c(c2c1)CCCC3,-2,4,-3,5,-3,0,32,0,4
CC(NC(=O)c1ccco1)C(c1cccs1)N1CCN(c2ccccc2)CC1 (configuration not stated),4,-2,-2,3,-1,1,-14,5,3
Nc1scc2c(C(=O)O)nn(-c3ccccc3)c(=O)c12,5,2,17,0,6,1,19,0,nt
O=C1CN2NC(=S)N(c3ccccc3)C2=CN1c1ccc(Cl)cc1,1,7,1,1,3,-4,14,-3,10
COc1cc(C(=O)O)ccc1O,-2,3,5,0,3,-2,-8,0,4
O=C(O)CCCCCCCCc1cn(CN2C(=O)c3ccccc3C2=O)nn1,1,5,11,1,3,6,8,-3,23
O=C(Nc1cccn(Cc2c(Cl)cccc2Cl)c1=O)c1ccccc1Cl,4,11,1,5,6,0,-12,-6,-10
N#CC1(NC(=O)CN2CCc3ccccc3C2)CCCC1,0,0,2,3,5,-2,15,-1,-4
COc1ccc(CNC(=O)Cn2nc(C(F)(F)F)c(Br)c2C)cc1,-2,6,0,-2,1,0,-3,7,6
COc1ccc(NC(=O)c2cccnc2)c([N+](=O)[O-])c1,1,9,5,-1,-4,0,2,-7,-9
CCN(CC)C(CNC(=O)CSc1nnnn1-c1cccc(F)c1)c1ccco1 (configuration not stated),-2,-3,2,-6,10,4,4,-2,nt
CCC(=O)Nc1ccccc1-c1nnn(CC(=O)N2c3ccccc3CC2C)n1 (configuration not stated),0,-1,-17,1,1,1,-1,2,4
C=CCOc1ccc(CN(C)CC(=O)Nc2ccc3c(c2)CCC3)cc1,-4,12,7,-4,-3,5,-26,-5,6
COc1ccc(CNC(=O)COC(=O)CCCOc2ccc(Cl)cc2Cl)cc1,-5,2,5,-1,1,35*,-21,12,0
O=C(CSc1ccc2ccccc2c1)Nc1ncccn1,-1,6,2,4,-3,-1,-3,-9,2
COc1c2ccoc2c(OC[C@@H](OC(C)=O)C(C)(C)O)c2oc(=O)ccc12,-3,0,4,-2,-2,1,-5,-4,nt
COc1ccccc1-c1c(C)nn2c(N3CCC(C(N)=O)CC3)cc(C)nc12,3,-3,2,-2,4,2,5,2,8
CCOC(=O)c1c(C)[nH]c(C)c1C(=O)COC(=O)/C=C/c1cccc(F)c1,-3,-2,5,-2,-2,2,14,0,7
O=C(/C=C/c1ccccc1)OCCCN=C1NS(=O)(=O)c2ccccc21,4,2,2,-4,2,-2,-3,-3,-8
O=C(Cc1ccc(O)cc1)N/N=C/c1cccs1,-3,0,1,-2,0,1,14,0,-3
Cc1ccc(-c2nnc(SCC(=O)NC(=O)Nc3ccc(C)cc3C)n2N)cc1,-4,2,5,-6,-9,5,-6,1,4
O=C(Cc1ccc2c(c1)CCCC2)Nc1ccc2ccccc2c1,-2,-1,2,3,-14,9,9,2,1
CCCNC(=O)C1CCN(c2nc(C)cc(C)n2)CC1,4,2,3,6,4,-3,-3,0,-2
COc1ccc(OC)c(N(CC(=O)Nc2ccccc2)S(=O)(=O)c2ccccc2)c1,-1,1,-2,-1,4,7,8,3,0
O=C1C2C(C(=O)N1/N=C/c1cc([N+](=O)[O-])ccc1O)C1C=CC2C12CC2 (configuration not stated),0,10,3,1,8,9,4,4,12
Cc1ccc(-c2nn(-c3ccccc3)cc2C(=O)N2CCN(c3ccccn3)CC2)cc1,-3,5,8,2,-1,0,11,3,2
COc1ccc(Cl)cc1NC(=O)CCNC(=O)OCc1ccccc1,-3,5,-2,3,-1,3,1,-4,-1
COc1cc(C(=O)Nc2cc3c(cc2N2CCCCC2)n(C)c(=O)n3C)cc(OC)c1OC,2,1,8,-5,3,7,43,5,5
CC(C)(C)OC(=O)N[C@@H](COCc1ccccc1)C(=O)N[C@@H](CO)[C@H](O)[C@@H]1C[C@@H]1C(=O)NC1CC1,2,-2,-7,3,-8,-2,12,0,-1
Cc1c(C(O)CN2CCN(Cc3ccc4c(c3)OCO4)CC2)c2ccccc2n1C (configuration not stated),6,-2,7,-3,14,1,37,4,10
COc1ccc(S(=O)(=O)N2CCOCC2)cc1NC(=O)CCCOc1ccc(Cl)cc1C,-6,7,-9,-4,-8,9,23,10,nt
O=C(O)C[C@@H](O)C(=O)O,-2,2,1,-2,1,3,-4,-2,3
Cc1ccc2c(CN(C)Cc3ccccc3)cc(=O)oc2c1C,0,7,3,-3,9,3,-12,9,2
CCOC(=O)c1ccc(NC(=O)CC2NCCNC2=O)cc1 (configuration not stated),-2,2,2,-1,1,2,5,5,6
O=C(COC(=O)c1cc(Br)ccc1O)NNC(=O)c1ccc([N+](=O)[O-])cc1,2,-4,3,4,7,7,7,-2,8
Cc1nnc(C)n1/N=C/c1ccc(C(=O)O)cc1,0,-2,0,-2,2,2,-3,1,7
O=C(Cn1cc2c(n1)CCCCC2)NCc1cccs1,1,1,0,2,0,2,14,1,-3

# Next results:
molecule,LYPLA1 inh,PAFAH1B2 FP inh,PAFAH1B3 FP inh,PAD4 inh,LYPLA2 inh,pPAFAH inh,PREPL inhibitor,PME-1 inh,GSTO1 inh
COc1ccc(-c2nnc(SCC(=O)N(C)C3CCS(=O)(=O)C3)n2C(C)C)cc1 (configuration not stated),nt,3,7,-2,nt,6,13,nt,nt
COc1ccccc1N=Nc1nc(-c2ccccc2)c(-c2ccccc2)[nH]1,-9,-4,-8,-1,-5,6,16,9,-51
COc1cc(C(O)P(=O)(OCC(C)C)OCC(C)C)cc(OC)c1OC (configuration not stated),4,1,8,-2,-1,2,-4,-2,8
COc1cc(Cl)c(C)cc1NC(=O)CSc1cc(Cl)ccc1Cl,-8,-4,-1,-3,-19,0,7,-10,-8
COc1ccc(N2CCN(Cc3nc4c(c(=O)n(C)c(=O)n4C)n3Cc3cccc(C)c3)CC2)cc1,-2,-1,-2,-2,2,5,0,-8,-1
CCOCCCNC(=O)C1c2ccccc2C(=O)N2CCc3ccccc3C12 (configuration not stated),2,3,7,0,2,-2,10,-5,-1
COc1ccccc1CCC(=O)OCC(=O)Nc1ccc2[nH]c(=O)[nH]c2c1,0,-5,10,-5,3,6,-9,1,-12
Cc1cccc2[nH]c(CCNC(=O)C3CCC(=O)N(CCc4cccc(F)c4)C3)nc12 (configuration not stated),-1,1,5,1,-5,1,2,2,4
COc1ccc(O)c(CN2CCN(CCc3ccccc3)C(CCO)C2)c1 (configuration not stated),1,4,-4,0,2,6,26,4,5
CCC(=O)Nc1ccc(NC(=O)Cc2ccccc2)cn1,0,6,5,-3,2,-2,1,-5,9
Cc1ccn(S(=O)(=O)c2ccc(C(C)(C)C)cc2)n1,-3,10,4,-1,-7,1,13,-2,1
O=C(Nc1ccccc1)c1ccc(-c2ccccc2C(F)(F)F)o1,-8,2,2,-5,-15,3,-7,-9,-4
O=C(c1ccccc1)N1CCc2[nH]nc(-c3ccccc3)c2C1,-1,6,5,2,0,-1,-4,6,1
CCOC(=O)c1nnsc1NC(C)=O,1,2,4,-3,4,4,29,0,-4
COCCCNC(=O)c1cc2c(=O)n(C)c3ccccc3c2n1C,4,4,2,3,3,5,10,-6,3
COc1ccc(CC(=O)Nc2ccc(S(=O)(=O)N(C)C)cc2)cc1OC,2,4,-2,-2,-2,0,7,-2,2
Cc1ccc(CS(=O)(=O)c2nc3c(c(N(C)C)n2)CCCC3)cc1,-2,3,9,1,5,-1,-8,9,6
Cc1cccc(N2C(=O)N3[C@H]4c5ccccc5OC[C@@H]4[C@@H](c4ccccc4)[C@@]3(C)C2=O)c1,nt,4,7,-2,nt,5,1,nt,nt
Cc1ccc(O)c(C(=O)c2cnn(C(=O)COc3ccc(Cl)cc3)c2)c1,-2,1,7,-8,4,1,-1,1,15
Cc1cc(C(=O)Nc2c(F)cc(F)cc2Br)c(C)o1,1,3,9,-2,-1,-2,3,-3,-5
Cc1ccc([N+](=O)[O-])cc1S(=O)(=O)Nc1ccc(C(=O)NCC2CCCO2)cc1 (configuration not stated),0,2,5,1,5,7,17,3,nt

# Screening data (PubChem BioAssay)
